DAX1 inh-1 – DAX1 (NR0B1) inhibition, primary screen. 1.1% of 370,000 active. AID 652010. HEK293T StAR-luciferase reporter, SF-1/DAX-1 repression relief. inhibition, % at 6.8 µM;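 active means inhibition above the mean over all tested compounds plus 3 SD, cut at about 3.6% in these data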;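 further: 0% = DAX-1 cells with DMSO and 100% = cells lacking DAX-1 with DMSO; higher inhibition means more luminescence from relief of DAX-1 repression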
hgDAF-12 ag – agonists of H. glycines DAF-12 nuclear receptor | 1.8% of 370,000 active | HEK293 GAL4-hgDAF12 UAS-luciferase reporter, agonist luminescence; normalized to butyrate control | activation, % at 6.8 µM;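 active means activation above a cutoff set at the mean of all screened compounds plus 3 SD, cut at about 10% in these data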;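 further: 0% = DMSO wells and 100% = sodium butyrate wells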
hcDAF-12 act – activators of H. contortus DAF-12 nuclear receptor. HEK293 hcDAF-12 lit1-tk-luc reporter, luminescence; 0% DMSO, 100% Δ7-dafachronic acid. activation, % at 6.8 µM. 1.4% of 370,000 active. AID 652067;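 active means activation above the mean of all tested compounds plus 3 SD, cut at about 5.5% in these data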;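 further: 100% = response to 3 µM Δ7-dafachronic acid high control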
ADAM17 inh – inhibitors of human ADAM17. recombinant ADAM17, EDANS/DABCYL FRET peptide cleavage. inhibition, % at 6.95 µM. 0.83% of 370,000 active. AID 720648;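 active means inhibition above the mean of compounds lying between control limits plus 3 SD, set per campaign, cut at about 8.5% in these data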;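 further: 0% = DMSO-only wells as the low control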
ADAM10 inh – inhibitors of human ADAM10; inhibition, % at 7 µM; 0.62% of 370,000 active; O14672; recombinant ADAM10, EDANS/DABCYL FRET peptide cleavage, 3 h;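 active means inhibition above a per-campaign cutoff equal to the mean of compounds falling between control-based bounds plus 3 SD, cut at about 20% in these data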;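 further: 0% = DMSO wells while the 100% control is not disclosed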
sPLA2-III inh – Inhibits HGIII-sPLA2 liposome hydrolysis, primary screen; Q9NZ20; QFRET BODIPY PC-A2 liposome hydrolysis, fluorescence; inhibition, % at 12.2 µM; 0.56% of 370,000 active; AID 743126;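 active means inhibition above mean plus 3 SD of compounds lying within the high and low control bounds, cut at about 19% in these data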;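 further: 0% = median of test compound wells and 100% = no enzyme DMSO wells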
DAX1 inh-2 – inhibits human nuclear receptor DAX1; P51843; HEK293 Gal4-DAX1 luciferase reporter, luminescence; inhibition, % at 6.75 µM; 0.99% of 340,000 active; AID 504766;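 active means inhibition above the mean over all tested compounds plus 3 SD, cut at about 4.2% in these data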;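 further: 0% = DAX1-transfected cells with DMSO and 100% = empty-vector control cells with DMSO; inhibition shows as a rise in luminescence from relieved DAX1 repression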
FXN GAA850 act – frataxin GAA850 promoter activation. HEK293 lucGAA850 FXN promoter luciferase reporter, 24 h; percent of 10 µM SAHA response. activation, % at 6 µM. 0.56% of 360,000 active. AID 540364;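 active means activation above the average of all compounds screened plus 3 SD, cutoff fixed separately per campaign, cut at about 7.5% in these data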;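 further: 0% = DMSO wells and 100% = 10 µM SAHA wells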
PLCg1 inh – blocks human PLC-gamma1 enzyme activity. P19174. purified PLC-gamma1, fluorogenic substrate, fluorescence. inhibition, % at 12.2 µM. 0.84% of 370,000 active. AID 720700; in the data active means inhibition above about 9.5%
ssDAF12 agonist – activates DAF-12 receptor from parasite S. stercoralis | HEK293 ssDAF-12/GRIP1 lit1-tk-luc reporter, luminescence; % of 3 µM dafachronic acid response | activation, % at 6.8 µM | 1% of 370,000 active;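 active means activation above the mean over all tested compounds plus 3 SD, cut at about 0.9% in these data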;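 further: 0% = DMSO-only wells and 100% = 3 µM delta7-dafachronic acid wells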
PLC-beta3 inh – inhibitors of human phospholipase C beta3; Purified PLC-beta3, fluorogenic substrate, fluorescence; inhibition, % at 12.2 µM; 0.18% of 370,000 active; AID 720704; in the data active means inhibition above about 11%;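 further: 0% = median of compound wells on plate and 100% = full blocker control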
Target sequence (Q01970 whole entry, looked up): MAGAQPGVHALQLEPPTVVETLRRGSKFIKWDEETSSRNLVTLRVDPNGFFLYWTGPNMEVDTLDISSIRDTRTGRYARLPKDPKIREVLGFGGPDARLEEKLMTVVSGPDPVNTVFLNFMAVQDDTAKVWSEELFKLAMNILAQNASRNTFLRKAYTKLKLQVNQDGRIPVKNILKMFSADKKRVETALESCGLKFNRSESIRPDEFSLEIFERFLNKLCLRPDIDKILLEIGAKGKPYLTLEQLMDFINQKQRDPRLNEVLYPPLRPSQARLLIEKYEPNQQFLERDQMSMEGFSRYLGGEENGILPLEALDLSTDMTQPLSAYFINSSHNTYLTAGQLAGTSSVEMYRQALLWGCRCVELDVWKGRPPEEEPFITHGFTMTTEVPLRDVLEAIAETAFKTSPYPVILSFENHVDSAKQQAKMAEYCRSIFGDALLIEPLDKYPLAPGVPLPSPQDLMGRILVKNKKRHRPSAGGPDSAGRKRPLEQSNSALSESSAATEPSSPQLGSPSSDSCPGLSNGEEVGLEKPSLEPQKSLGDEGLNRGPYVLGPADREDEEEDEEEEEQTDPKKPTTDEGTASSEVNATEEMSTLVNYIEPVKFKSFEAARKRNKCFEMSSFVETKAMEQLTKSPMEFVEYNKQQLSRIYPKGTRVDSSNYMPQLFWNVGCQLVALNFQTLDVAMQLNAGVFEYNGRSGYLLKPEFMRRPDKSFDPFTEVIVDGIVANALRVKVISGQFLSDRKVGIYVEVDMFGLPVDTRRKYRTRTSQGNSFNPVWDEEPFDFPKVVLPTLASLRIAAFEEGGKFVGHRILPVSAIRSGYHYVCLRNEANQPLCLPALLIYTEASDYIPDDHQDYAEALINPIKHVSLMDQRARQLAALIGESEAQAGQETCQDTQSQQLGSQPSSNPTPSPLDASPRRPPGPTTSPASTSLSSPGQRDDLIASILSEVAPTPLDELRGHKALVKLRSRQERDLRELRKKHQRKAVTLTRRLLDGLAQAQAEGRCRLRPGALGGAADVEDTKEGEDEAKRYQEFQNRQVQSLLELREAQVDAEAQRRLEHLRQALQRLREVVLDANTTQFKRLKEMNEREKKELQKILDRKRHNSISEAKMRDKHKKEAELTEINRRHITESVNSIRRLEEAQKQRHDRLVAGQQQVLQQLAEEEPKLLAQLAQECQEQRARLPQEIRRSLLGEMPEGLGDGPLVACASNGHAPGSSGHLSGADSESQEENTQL
Active calls of the source: *; nt = no result given.

(1) CN(C)CCC(=O)N1C/C(=C/c2ccccc2)C(=O)/C(=C\c2ccccc2)C1
(2) O=C(CC12CC3CC(CC(C3)C1)C2)NC(=S)N1CCCCC1
(3) CC(=O)NC(c1ccccc1)c1nc(/C=C/c2ccccc2)cs1 (centres undefined)
(4) CC(=O)Nc1ccc(N2N=C(C)C(N=Nc3ccccc3)C2=O)cc1 (centres undefined)
(5) CCN1CCN(CCCNC(=O)CCCn2nc(C)c3sc4ccccc4c3c2=O)CC1
(6) O=C(/C=C/c1ccc([N+](=O)[O-])s1)N1CCN(c2ccccc2)CC1
(7) O=C(c1ccccc1)c1nccc2ccccc12
(8) COc1cccc(-c2oc3c(c2C(=O)OCCN(C)C)C(O)CCC3)c1 (centres undefined)

Compound,1,2,3,4,5,6,7,8
DAX1 inh-1,-7.3,0.1,0.9,-0.9,1.9,-3.9,-0.4,2.9
hgDAF-12 ag,-13,0.4,2.7,2.9,-2.2,-3.6,-1.8,1.0
hcDAF-12 act,-4.3,-1.4,-0.5,2.9,1.6,1.3,-3.0,0.9
ADAM17 inh,-3,-1,-1,0,-6,3,2,-24
ADAM10 inh,-16,1,-4,2,-24,5,2,-84
sPLA2-III inh,-7,2,-6,11,3,-1,-1,2
DAX1 inh-2,-6.0,0.9,nt,1.0,-0.1,-0.3,1.1,nt
FXN GAA850 act,-15,3.7,-0.2,0.6,-0.3,7.1,5.4,nt
PLCg1 inh,0,-2,0,4,-1,1,0,-18
ssDAF12 agonist,-2.7,1.2*,-0.5,-1.4,-1.7,-0.6,-1.4,-1.0
PLC-beta3 inh,-3,1,1,4,-8,1,0,-20

Looked up by structure from the list above, 2 records:
(6) O=C(/C=C/c1ccc([N+](=O)[O-])s1)N1CCN(c2ccccc2)CC1
(7) O=C(c1ccccc1)c1nccc2ccccc12

Compound,6,7
DAX1 inh-1,-3.9,-0.4
hgDAF-12 ag,-3.6,-1.8
hcDAF-12 act,1.3,-3.0
ADAM17 inh,3,2
ADAM10 inh,5,2
sPLA2-III inh,-1,-1
DAX1 inh-2,-0.3,1.1
FXN GAA850 act,7.1,5.4
PLCg1 inh,1,0
ssDAF12 agonist,-0.6,-1.4
PLC-beta3 inh,1,0

Carrying on.
(9) O=C(Nc1ccc(N2CCOCC2)cc1)C1CCCN(S(=O)(=O)c2cccc(C(F)(F)F)c2)C1 (centres undefined)
(10) CCOc1ccccc1N1CCN(Cc2cnc(-c3ccccc3)[nH]2)CC1
(11) O=C(NCC1CCCO1)c1ccc(N2CCCCC2)nc1 (centres undefined)
(12) CN(CC(=O)Nc1ccc(Cl)c(C(F)(F)F)c1)C(=O)C1CC(=O)N(CCc2ccccc2)C1 (centres undefined)
(13) O=S(=O)(Nc1ccccn1)c1ccc(-n2cccn2)cc1
(14) O=C(OCC(=O)N1CCN(c2ccccc2)CC1)c1ccc(Cl)cc1[N+](=O)[O-]
(15) Cc1cccc(-c2noc(CN(C)S(=O)(=O)c3cc(Cl)ccc3Cl)n2)c1
(16) N#Cc1c(C(F)(F)F)cc(-c2ccc(Cl)cc2)nc1SCC(=O)O

Compound,9,10,11,12,13,14,15,16
DAX1 inh-1,0.4,-0.4,0.9,-0.5,-1.2,-0.1,0.4,-0.1
hgDAF-12 ag,2.6,0.1,2.7,-3.5,-0.6,0.2,-3.1,-2.3
hcDAF-12 act,1.1,-1.7,2.3,-1.7,0.5,-1.7,-0.9,6.5*
ADAM17 inh,-3,-1,-1,5,-11,0,6,-5
ADAM10 inh,-2,0,-6,1,-30,3,5,0
sPLA2-III inh,-5,-6,-9,-26,-6,3,-5,2
DAX1 inh-2,2.0,2.9,3.0,0.4,1.2,0.2,0.5,4.6*
FXN GAA850 act,1.7,-0.6,3.7,2.0,-0.2,0.1,1.0,2.5
PLCg1 inh,2,-1,-2,1,-7,9,3,1
ssDAF12 agonist,-0.8,0.1,-1.0,-1.4,-1.0,-0.8,-2.2,1.8*
PLC-beta3 inh,-1,-5,-3,6,-10,0,-3,-4

(17) O=C(COc1ccc2c(-c3ccccc3)cc(=O)oc2c1)N[C@H](Cc1c[nH]c2ccccc12)C(=O)O
(18) COc1ccc(C2C(C(=O)c3ccco3)=C(O)C(=O)N2CC2CCCO2)cc1OC (centres undefined)
(19) N/C(=N\OC(=O)c1cc(Br)ccc1Cl)c1ccccn1
(20) CCSc1nc2c(c(=O)[nH]1)C(c1cccs1)C(C(=O)OC)=C(C)N2 (centres undefined)
(21) COc1cccc(OC)c1C(=O)Nc1cc2c(cc1N1CCOCC1)n(C)c(=O)n2C
(22) O=S(=O)(Nc1cccnc1)c1ccc(F)cc1
(23) CSc1ccc(/C=C(/NC(=O)c2ccccc2)C(=O)N2CCN(C)CC2)cc1
(24) C[C@H](NC(=O)C1CC(=O)N(c2ccc3c(c2)OCO3)C1)C(=O)NC1CCCC1 (some centres undefined)

Compound,17,18,19,20,21,22,23,24
DAX1 inh-1,0.6,0.2,3.7*,0.1,-0.4,-0.1,-0.5,-0.1
hgDAF-12 ag,0.8,1.3,21*,-3.6,0.4,-1.2,7.0,-0.6
hcDAF-12 act,4.1,-2.2,16*,0.8,-2.1,0.4,-0.2,-0.3
ADAM17 inh,-5,2,-1,-1,-5,-2,1,-2
ADAM10 inh,-13,5,-1,5,-4,5,9,4
sPLA2-III inh,-97,-7,-3,3,6,4,4,1
DAX1 inh-2,2.6,1.1,2.5,-0.3,0.7,-0.6,-1.2,0.2
FXN GAA850 act,-0.5,1.9,1.9,-0.6,3.4,0.1,-1.2,0.8
PLCg1 inh,-7,-1,4,0,-3,-2,-2,4
ssDAF12 agonist,-0.4,-0.2,3.8*,-1.4,-1.1,-1.3,-1.5,-1.1
PLC-beta3 inh,-13,-8,-2,-1,-8,-5,2,-5

(25) CCc1ccc(NC(=O)c2cccc(C(=O)Nc3ccc(CC)cc3)n2)cc1
(26) Cc1c(C(=O)Nc2c(C)n(C)n(-c3ccccc3)c2=O)oc2ccccc12
(27) COC(=O)[C@]12C[C@H](CC(=O)NCCCN3CCCC3=O)C(=O)N(Cc3ccc(Cl)cc3Cl)C1=C[C@H](C1CCCC1)O[C@@H]2C
(28) COCCCN(C(=O)C1=COCCO1)c1c(N)n(Cc2ccccc2)c(=O)[nH]c1=O
(29) Cc1ccc2[nH]c3c(c2c1)CCCC3=O
(30) COc1ccc(CNC(=O)Nc2nc(C(N)Cc3ccc(Cl)cc3)cs2)cc1 (centres undefined)
(31) O=S(=O)(NCc1cn2ccsc2n1)c1ccc(Oc2ccccc2)cc1
(32) Cc1ccc(S(=O)(=O)NNC2=NCCCCC2)cc1

Compound,25,26,27,28,29,30,31,32
DAX1 inh-1,-0.4,1.5,-1.1,-1.2,1.0,-1.0,-2.2,0.0
hgDAF-12 ag,1.0,3.4,-2.8,2.4,1.8,4.7,-3.0,-0.3
hcDAF-12 act,3.3,0.0,-1.4,-0.1,0.6,0.4,-4.3,-1.1
ADAM17 inh,-1,-2,-2,-10,-72,-2,2,-4
ADAM10 inh,5,8,2,-30,-190,-8,6,-3
sPLA2-III inh,-3,4,-21,12,-3,7,3,6
DAX1 inh-2,-1.6,-0.1,nt,-0.2,-1.3,nt,-3.8,1.1
FXN GAA850 act,3.7,0.3,nt,-1.1,3.4,-0.5,-3.6,-0.9
PLCg1 inh,-1,3,2,-3,-361,1,5,-3
ssDAF12 agonist,-1.1,-0.7,-1.6,-0.9,0.4,-0.8,-1.6,-0.9
PLC-beta3 inh,-3,3,2,-5,-425,3,1,-1

(33) CN(C)S(=O)(=O)c1ccc(C(=O)OCC(=O)N2CC3(C)CC2CC(C)(C)C3)cc1 (centres undefined)
(34) Cc1nc(CN2CCN(C(=O)c3ccc(Br)cc3)CC2)cs1
(35) Cc1ccccc1NC(=O)NCc1ccc2c(c1)OCO2
(36) NC(=O)[C@@H]1CCCNc2c(I)cc([N+](=O)[O-])cc2C(=O)N[C@@H](CO)C(=O)NCC(=O)N1
(37) O=C(COC(=O)/C=C/c1ccc(F)cc1)Nc1ccc(Cl)cn1
(38) COc1ccc(CCN(C)C(=O)COc2cccc(-n3cnnn3)c2)cc1OC
(39) O=C(NC1CCNCC1)C1CC1
(40) OCCSc1nc(-c2cccnc2)nc2ccccc12

Compound,33,34,35,36,37,38,39,40
DAX1 inh-1,-0.2,0.9,0.6,0.0,0.2,0.8,0.8,-1.2
hgDAF-12 ag,3.6,-1.4,-2.0,0.0,0.9,-2.2,2.5,1.7
hcDAF-12 act,0.6,-0.1,-1.0,0.1,2.1,0.5,-1.4,0.1
ADAM17 inh,-5,-7,-2,2,-2,-4,-3,-6
ADAM10 inh,-5,-5,0,8,4,-3,-7,0
sPLA2-III inh,-9,5,-1,7,7,1,-9,9
DAX1 inh-2,-0.2,-0.8,-0.3,nt,-0.8,0.0,-1.0,-0.6
FXN GAA850 act,-0.5,3.1,3.1,nt,1.6,3.4,2.5,2.9
PLCg1 inh,4,-1,1,3,0,5,2,8
ssDAF12 agonist,-1.2,-1.2,-1.5,-0.8,-1.1,-0.9,-1.1,-1.1
PLC-beta3 inh,0,1,3,4,-4,2,-3,-5

(41) Cc1ccc2c(c1)-c1c(cnn1CC(=O)O)CO2
(42) CCn1cc(C(=O)O)c(=O)c2cc(F)c(N3CCN(C(=S)NC(=O)c4ccccc4)CC3)cc21
(43) CC(=O)Oc1cccc(-c2nc3ccccc3c(=O)o2)c1
(44) CCc1nc2ccc(C(=O)Nc3cccc(OC)c3)cn2c1N(CC)CCOC
(45) CCCS(=O)(=O)NC(=O)C1(C)CCCN(C(=O)c2ccc3snnc3c2)C1 (centres undefined)
(46) COc1cccc(NC(=O)COC(=O)c2ccccc2C(=O)N2CCN(c3ccccc3)CC2)c1

Compound,41,42,43,44,45,46
DAX1 inh-1,0.9,1.7,-0.5,-1.1,-1.1,-1.8
hgDAF-12 ag,-1.8,1.1,3.2,-2.1,-0.7,-3.5
hcDAF-12 act,-1.5,-0.5,-1.1,-2.4,-0.6,-2.8
ADAM17 inh,-6,-15,-1,5,-1,-3
ADAM10 inh,-1,-37,-1,5,-3,4
sPLA2-III inh,7,0,-5,-3,1,-17
DAX1 inh-2,0.6,1.3,0.5,nt,nt,-0.5
FXN GAA850 act,1.9,0.7,0.8,-1.2,1.5,-0.5
PLCg1 inh,1,-9,2,5,2,-3
ssDAF12 agonist,-0.1,-1.1,-1.5,-1.3,-1.6,-2.2
PLC-beta3 inh,-1,-13,-3,-1,4,-8

As entered above.
Result for Cc1ccc2c(c1)-c1c(cnn1CC(=O)O)CO2 under PLC-beta3 inh: -1
Result for CCc1nc2ccc(C(=O)Nc3cccc(OC)c3)cn2c1N(CC)CCOC under sPLA2-III inh: -3
Result for CC(=O)Oc1cccc(-c2nc3ccccc3c(=O)o2)c1 under ADAM17 inh: -1
Result for CCn1cc(C(=O)O)c(=O)c2cc(F)c(N3CCN(C(=S)NC(=O)c4ccccc4)CC3)cc21 under DAX1 inh-1: 1.7
Result for CCCS(=O)(=O)NC(=O)C1(C)CCCN(C(=O)c2ccc3snnc3c2)C1 (centres undefined) under DAX1 inh-1: -1.1
